POLI inh: qHTS for Inhibitors of Polymerase Iota; 390,000 tested, 1% active; DNA polymerase iota (Homo sapiens), Q9UNA4; Potency, µM (highest dose often 115 µM), for the others: at the top dose activity, negative = inhibition, most hits filed as inhibitors; Pol iota fluorescent replication assay, 10 min; also: potency is read from the fitted curve at half-maximal effect
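Fluorescent replication assay read twice, at 0 min and 10 min after adding 50 nM (final) substrate. Enzyme (10 nM) and compounds were first incubated 15 min at room temperature; enzyme-free buffer wells were negative controls.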
RXFP1 antagonist: qHTS Assay for Antagonists of the Relaxin Receptor RXFP1 | activity change, negative = inhibition, % at 57.5 µM | HEK293-RXFP1, relaxin-stimulated cAMP HTRF, 30 min; hits give low values | 350,000 tested, 0.59% active | Relaxin receptor 1 (Homo sapiens), Q9HBX9;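 active = activity change of -60% or lower, but not beyond a set lower limit; inconclusive = change between -60% and -40%, or beyond the set limit; inactive = change above -40%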; also: % is scaled to controls: 0 for no effect and ±100 for the full control effect
Target sequence (Q9HBX9 whole entry, looked up): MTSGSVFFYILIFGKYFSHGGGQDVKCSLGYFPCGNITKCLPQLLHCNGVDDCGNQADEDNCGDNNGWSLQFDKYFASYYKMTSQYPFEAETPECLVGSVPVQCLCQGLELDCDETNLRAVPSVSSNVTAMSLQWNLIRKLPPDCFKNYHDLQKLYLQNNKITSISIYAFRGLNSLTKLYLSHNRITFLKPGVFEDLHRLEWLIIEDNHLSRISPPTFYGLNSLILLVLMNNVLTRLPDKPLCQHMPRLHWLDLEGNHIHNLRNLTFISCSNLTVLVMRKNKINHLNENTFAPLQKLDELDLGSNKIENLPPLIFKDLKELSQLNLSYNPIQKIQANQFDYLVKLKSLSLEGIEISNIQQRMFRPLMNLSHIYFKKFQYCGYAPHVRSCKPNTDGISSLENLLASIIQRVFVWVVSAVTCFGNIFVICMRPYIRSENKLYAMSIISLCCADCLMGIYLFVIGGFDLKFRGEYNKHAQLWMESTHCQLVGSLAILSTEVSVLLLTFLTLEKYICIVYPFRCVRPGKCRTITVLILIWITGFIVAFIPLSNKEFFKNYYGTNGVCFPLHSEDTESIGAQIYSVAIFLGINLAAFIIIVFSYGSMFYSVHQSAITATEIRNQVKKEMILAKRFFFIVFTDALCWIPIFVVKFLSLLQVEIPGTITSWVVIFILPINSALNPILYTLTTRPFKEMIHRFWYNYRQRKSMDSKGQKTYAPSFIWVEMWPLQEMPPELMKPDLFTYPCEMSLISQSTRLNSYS
APE1 inh: qHTS Assay for Inhibitors of the Human Apurinic/apyrimidinic Endonuclease 1 (APE1); Potency, µM (highest dose often 65.8 µM), inactives show at the highest dose activity change, negative = inhibition, actives largely listed as inhibitors; 350,000 tested, 0.35% active; AID 2517, 2012; DNA repair nuclease/redox regulator APEX1 (Homo sapiens), P27695; recombinant APE1, TAMRA/BHQ-2 abasic DNA cleavage fluorescence;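 also: potency is read from the fitted curve at half-maximal effect; plate controls were vehicle for no effect and reference inhibitor for full effect; nearly all actives have a fitted effect of over 55% in size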
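Quantitative HTS: incision of a TAMRA/BHQ-2 double-stranded substrate bearing a tetrahydrofuran abasic site by 0.75 nM APE1 raises fluorescence. Substrate 50 nM final, added after 15 min compound preincubation at room temperature; progress as third-minus-first kinetic read difference.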
Tb PGK inh: qHTS Assay to Find Inhibitors of Phosphoglycerate Kinase; Potency, µM (top dose mostly 57.5 µM), inactives show at the top dose activity change, negative = inhibition, hits mostly inhibitors; 380,000 tested, 0.043% active; PGK/GAPDH coupled, Kinase-Glo luminescence, 60 min; Phosphoglycerate kinase, glycosomal (Trypanosoma brucei brucei), P07378; AID 602233, 2012; also: potency is read from the fitted curve at half-maximal effect; % is scaled to controls: 0 for no effect and ±100 for the full control effect; nearly all actives have a fitted effect of over 60% in size
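Recombinant glycosomal PGK reaction used 1,3-bisphosphoglycerate generated in-well by GAPDH (100nM final) in 100mM TEA pH 7.6, 5mM MgCl2, 0.01% Tween-20. After 60 minutes at room temperature, ATP was read by Kinase-Glo Plus luminescence end-point.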
Pol kappa inh: qHTS for Inhibitors of Polymerase Kappa | DNA polymerase kappa (Homo sapiens), Q9UBT6 | 400,000 tested, 0.53% active | Potency, µM (titrated, usually from 107 µM), inactives show at the highest dose activity, negative = inhibition, actives largely listed as inhibitors | purified Pol kappa, fluorescent DNA synthesis assay, 10 min | AID 588579, 2011; also: potency is read from the fitted curve at half-maximal effect; % is scaled to controls: 0 for no effect and ±100 for the full control effect
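Kinetic fluorescence readout at 0 and 10 min followed reaction start with substrate at 50 nM final. Beforehand, enzyme (10 nM Pol kappa) stood 15 min with compound at room temperature; buffer-only wells were negative controls.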
Anesthetic bind: qHTS Assay for Identification of Novel General Anesthetics. Ferritin light chain (Equus caballus), P02791. 350,000 tested, 0.074% active. apoferritin/1-aminoanthracene competitive binding, fluorescence. AID 485281, 2010. Potency, µM (titrated, usually from 77.5 µM), inactives show at the highest dose activity change, negative = displacement, actives largely listed as inhibitors; also: potency is read from the fitted curve at half-maximal effect; % is scaled to controls: 0 for no effect and ±100 for the full control effect; nearly all actives have a fitted effect of over 20% in size
Target sequence (P02791 2-175 limits assumed): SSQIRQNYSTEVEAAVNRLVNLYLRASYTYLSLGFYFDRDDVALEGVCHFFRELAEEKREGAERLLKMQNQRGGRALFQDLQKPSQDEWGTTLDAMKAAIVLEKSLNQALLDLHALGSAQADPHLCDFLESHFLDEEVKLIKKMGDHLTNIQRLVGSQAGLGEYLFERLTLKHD
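10 uM apoferritin + 50% sat. 1-AMA, PBS; cpd 10 min RT; Ex380/Em535 endpoint; normalized to free probe vs complex; 4-param Hill fit; propofol titration as pos. ctrl.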
BLM inh: qHTS Assay for Inhibitors of Bloom's syndrome helicase (BLM); Potency, µM (highest dose often 56.1 µM), inactives show top-dose activity change, negative = inhibition, most hits filed as inhibitors; recombinant BLM DNA unwinding, fluorescence dequenching; 350,000 tested, 0.2% active;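 also: potency is read from the fitted curve at half-maximal effect; plate controls were vehicle for no effect and no enzyme for full effect; nearly all actives have a fitted effect of over 35% in size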
Pol eta inh: qHTS for Inhibitors of Polymerase Eta; 390,000 tested, 1.2% active; Potency, µM (top dose mostly 114 µM), inactives show at the top dose activity change, negative = inhibition, hits mostly inhibitors; AID 588591, 2011; recombinant Pol eta, fluorescent DNA replication assay; also: potency is read from the fitted curve at half-maximal effect; % is scaled to controls: 0 for no effect and ±100 for the full control effect
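Pol eta (10 nM) was preincubated with compounds for 15 min at room temperature, after which fluorescent replication substrate (50 nM final) was added to start the reaction. Fluorescence was read kinetically at 0 and 10 min.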
POLB inh: qHTS Assay for Inhibitors of DNA Polymerase Beta; Pol beta primer extension/strand displacement, fluorescence kinetic; Potency, µM (top dose mostly 114 µM), for the others: top-dose activity change, negative = inhibition, most hits filed as inhibitors; 340,000 tested, 1.3% active; also: potency is read from the fitted curve at half-maximal effect; % is scaled to controls: 0 for no effect and ±100 for the full control effect
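Preincubation: enzyme (10 nM) with compound, 15 min, RT. Reaction: substrate added to 50 nM final. Reads: 0 and 10 min. Analysis: normalized, Hill fit.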
Active calls of the source: *; i = inactive; u = inconclusive; x = no result given; [ ] = remark or other dose. Unless noted, calls follow the shape of the dose curve; as a rule, active = well fitted curve in the direction sought with a large enough effect; inconclusive = small, poorly fitted or top-dose-only effect, or another doubt; inactive = no such curve, though single readings can be large; an effect the other way counts as inactive or inconclusive.

SMILES	POLI inh	Pol kappa inh	Anesthetic bind	POLB inh	Pol eta inh	APE1 inh	BLM inh	RXFP1 antagonist	Tb PGK inh
COC(=O)c1cn(Cc2ccccn2)c(=O)c2ccccc12	24%	6%	-3%	33%	-17%	-5%	-1%	-9	-2%
Cc1ccnc(NC(=O)CSc2nnc3c(n2)[nH]c2ccccc23)c1	x	x	-11%	7%	x	3%	-3%	x	x
CCN1C(=O)N/C(=C/c2ccc(Sc3ccc(C)cc3)o2)C1=O	u	-3%	-12%	1%	u	-2%	-9%	-10	-7%
Cn1c(=O)c2c(nc(N3CCCCCC3)n2CC(O)COc2ccccc2)n(C)c1=O (stereo not drawn)	9%	0%	-5%	-2%	-10%	2%	-15%	-5	-2%
COCc1cc(C)nc(OCC(=O)N/N=C/c2cccc(OC)c2)c1C#N	4%	6%	-9%	28%	7%	14%	1%	-15	0%
COc1cc(C(=S)N2CCN(C)CC2)ccc1OCC(=O)NCc1ccccc1	75%[activator]	1%	-6%	72%	-18%	-6%	1%	-2	3%
COc1cccc(CNC(=O)c2cc(S(=O)(=O)N3CCCC3)cn2C)c1	u	-17%	-12%	-95%	-1%	12%	-1%	6	-6%
O=C(c1ccc(Br)cc1)N1CCN(Cc2ccccc2)CC1	125%[activator]	4%	-4%	10%	-18%	-6%	-3%	-14	-6%
CC(=O)Nc1ccccc1-c1nc2ccccc2nc1OCC(=O)c1ccc(Cl)cc1	13%	-11%	5%	12%	-9%	1%	-2%	8	2%
COc1ccc(-c2cc(C(=O)Nc3c(Cl)cccc3Cl)no2)cc1OC	22%	3%	1%	-2%	-14%	x	-6%	-18	-3%
NS(=O)(=O)c1ccc(NC(=O)COC(=O)CCCN2C(=O)c3cccc4cccc(c34)C2=O)cc1	90%[activator]	-3%	x	x	-16%	-13%	x	-12	-1%
CC(C)C(=O)Nc1cccc(N2CCN(CCCN3C(=O)C4CCCCN4C3=O)CC2)c1 (stereo not drawn)	13µM*	-19%	x	x	4%	x	x	x	8%

Filtered by structure: those above with a Cl atom (two)
SMILES	POLI inh	Pol kappa inh	Anesthetic bind	POLB inh	Pol eta inh	APE1 inh	BLM inh	RXFP1 antagonist	Tb PGK inh
CC(=O)Nc1ccccc1-c1nc2ccccc2nc1OCC(=O)c1ccc(Cl)cc1	13%	-11%	5%	12%	-9%	1%	-2%	8	2%
COc1ccc(-c2cc(C(=O)Nc3c(Cl)cccc3Cl)no2)cc1OC	22%	3%	1%	-2%	-14%	x	-6%	-18	-3%

Carrying on.
SMILES	POLI inh	Pol kappa inh	Anesthetic bind	POLB inh	Pol eta inh	APE1 inh	BLM inh	RXFP1 antagonist	Tb PGK inh
CCOC(=O)N1CCN(Cc2cc(=O)oc3cc4c(cc23)CCC4)CC1	3%	-15%	u	6%	-11%	-1%	-16%	-33	10%
CC(NC(=O)C(=O)N1CCOCC1)C(c1cccs1)N1CCN(c2ccccc2)CC1 (stereo not drawn)	3%	-10%	-7%	-1%	3%	-10%	1%	41	-2%
COCCN(CC(=O)NC1CCCCC1)C(=O)CCCC(=O)Nc1ccccn1	-8%	6%	-3%	-5%	-23%	-2%	0%	-5	-4%
O=C(Nc1ccc2c(c1)OCO2)Nc1ccc2c(c1)OCO2	21%	-1%	-6%	u	-11%	-4%	-3%	0	-3%
Cc1ccc(-c2cc3nc(-c4ccccc4)cc(N)n3n2)cc1	-3%[58.9 µM]	-3%	14%	0%	8%	u	-1%	-5	3%
CCc1ccc(C2CC(c3ccc(C)cc3)Nc3nc(N)nn32)cc1 (stereo not drawn)	-20%	2%	8%	-3%	-14%	-4%	0%	-5	i
N#Cc1c(Nc2ccccc2)[n+]([O-])c2ccc(Cl)cc2[n+]1[O-]	18%	7%	x	x	-17%	x	x	-3	-6%
Cc1cc(-c2ccccc2)nc(N/N=C/c2ccco2)n1	u	-5%	-19%	-28%	2%	12%	-5%	1	-1%
CCOC(=O)c1c(C)c(C(=O)NCCN2CCOCC2)c(C)n1CC	11%	-11%	-3%	-3%	-2%	2%	2%	25	-9%
CC(C)C(NC(=O)OCc1ccccc1)C(=O)NC1CCCCC1 (stereo not drawn)	14%	-2%	-5%	5%	-9%	-1%	-1%	-6	i
O=C(Cc1cccc(C(F)(F)F)c1)N1CCCC1	29%	10%	-10%	28%	-16%	42%	1%	-15	-4%
COc1cccc(-c2noc(-c3cc(C(C)C)[nH]n3)n2)c1OC	1%	-12%	-2%	u	-15%	x	0%	-17	-2%
C=CCN1C=CC(=CC=C(C#N)C#N)C=C1	134%[activator]	-7%	-11%	u	-6%	18%	0%	-24	0%
CC(C)(C)c1ccc(C(=O)N/C(=C/c2cccs2)C(=O)NCc2ccco2)cc1	u	-9%	-7%	-2%	-22%	2%	-9%	-4	-6%
O=C(CSC1=NCCS1)Nc1ccc(S(=O)(=O)N2CCCCCC2)cc1	u	-10%	u	18%	-1%	-3%	-5%	-7	3%
CCOc1ccc(S(=O)(=O)N2CCCC(C(=O)NCc3ccco3)C2)cc1 (stereo not drawn)	13%	-2%	-7%	18%	7%	-10%	-1%	6	i
COc1ccccc1CNC(=O)CNCC1CCCO1 (stereo not drawn)	12%	-13%	-7%	7%	-18%	1%	-4%	4	-9%
O=C(CCc1nnc(C2CCCCC2)o1)NCc1ccc(F)c(F)c1	13%	-13%	-3%	16%	-12%	-4%	-1%	5	6%
COc1ccc(C2NC(=O)N(C)C3=C2C(=O)N(c2cccc(C(=O)O)c2)C3)cc1 (stereo not drawn)	8%	-13%	-3%	5%	-9%	x	-2%	x	5%
CCOc1ccccc1C(=O)NCc1nc2cccnc2n1Cc1ccc(C)cc1	4%	-12%[60.1 µM]	63%[activator]	-4%	-13%	x	3%	4	i
COc1ccc(NC(=O)CN2CCN(S(=O)(=O)c3ccc(Cl)cc3)CC2)cc1	-7%[58.9 µM]	-9%	-8%	7%	-2%	-12%	-4%	-5	5%
N#CCCN(Cc1cccnc1)C(=O)c1sc2cc(F)ccc2c1Cl	18%	5%	0%	6%	-7%	3%	-5%	-4	-8%
O=C(O)C1CCN(S(=O)(=O)c2cccs2)CC1	30%	-1%	-3%	u	-21%	23%	1%	-3	-9%
CN(C(=O)c1ccc(NC(=O)Cc2cccc(NC(=O)C3CCCN(C(=O)CCc4ccccc4)C3)c2)cc1)C1CCCC1 (stereo not drawn)	8%	1%	x	x	-13%	23%	x	x	i
CC(=O)Nc1ccc(OCC(=O)NC(C)C(C)C)cc1 (stereo not drawn)	3%	-3%	-2%	2%	-24%	-3%	0%	0	i
COc1ccc(OC)c(-c2cc(C(=O)N3CCN(c4ncccn4)CC3)c3ccccc3n2)c1	-7%	2%	-13%	85%	-10%	-3%	-6%	-17	-2%
COc1ccc(CN(C(C)=O)c2ccccc2C(=O)O)cc1	-7%	9%	-6%	1%	-13%	3%	1%	7	-4%
O=C(c1ccc(Br)s1)N1CCN(S(=O)(=O)c2ccccc2)CC1	u	-14%	-17%	25%	0%	1%	-4%	2	-4%
COc1cc(C2c3c(oc4ccc(Cl)cc4c3=O)C(=O)N2Cc2ccco2)cc(OC)c1OC (stereo not drawn)	x	x	-4%	-1%	x	0%	-1%	x	x
CCc1ccc(N2CCN(C(=O)c3ccc4c(c3)OCO4)CC2)cc1	8%	-7%	-10%	21%	-17%	5%	-1%	-13	-4%
COc1ccc(CNC(=O)C2CCCN(C(=O)c3cnn(-c4ccc(F)cc4)c3-n3cccc3)C2)cc1 (stereo not drawn)	12%	4%	5%	18%	-13%	x	-1%	x	0%
Cc1ccc(CN(C(=O)COc2ccc(Cl)cc2)c2ccccn2)o1	25%	1%	-8%	7%	-18%	x	-3%	x	-9%
COc1cccc(NC(=O)C2CCC2)c1	-18%	-6%	x	x	-7%	36%	x	x	-8%
CCC(=O)Nc1ccccc1N1CCN(S(C)(=O)=O)CC1	4%	1%	0%	-17%	2%	-2%	-3%	-8	2%
Cc1nc2ccccn2c1C(=O)N/N=C/c1cc(C)n(-c2ccc(Br)cc2)c1C	3%	-10%	-7%	-13%	3%	0%	-7%	-7	-1%
CC(C)CC(c1nnnn1C(C)C)N1CCN(c2ccccc2)CC1 (stereo not drawn)	5%	1%	-10%	41%	-16%	-1%	-2%	2	-1%
O=C(C1CCN(S(=O)(=O)N2CCOCC2)CC1)N1CCN(Cc2ccccc2)CC1	-4%	-6%	-9%	18%	3%	0%	0%	-27	-10%
COc1ccc([N+](=O)[O-])c(OC)c1C(=O)NC(=O)Nc1nc(C)cc(C)n1	55%[activator]	0%	-13%	2%	-13%	11%	1%	-18	i
COc1ccc(Cc2nc3ccc(C(=O)NC4CCOC4)cc3o2)cc1 (stereo not drawn)	36%[activator]	5%	-5%	0%	-18%	-13%	0%	3	-5%
C=CCc1c(C)nc(SCc2nc3ccccc3c(=O)[nH]2)[nH]c1=O	-13%	6%	2%	-2%	-15%	4%	1%	-1	-5%
CCO[C@@H]1OC(C(=O)NC2CC2)=C[C@H](c2ccccc2)[C@H]1CCCO	-18%	2%	-4%	-19%	-3%	-2%	-4%	x	-6%

Source: PubChem (National Center for Advancing Translational Sciences (NCATS))

These rows are one share of the data, so the mix of outcomes need not match the whole.
